# High-throughput results from PubChem BioAssay.
# BRCA1 expr act = BRCA1 expression activation. MCF7-BRCA1-FFLuc reporter, luminescence, 48 h; response scale: scaled: vehicle 0%, 10 µM genistein 100%. Potency, µM (titrated, usually from 46.1 µM), inactives show at the top dose activation, hits mostly activators. hit rate 1.1% among 380,000. AID 624202; further: potency means the concentration at half of the fitted maximal effect; nearly all actives have a fitted effect of over 80% in size; some results filed as inactive show a strong effect at the top dose
#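 MCF7 cells carrying a BRCA1-firefly luciferase reporter (2000 cells/well, phenol-red free MEM) were attached for 2 h at 37 °C, then given compounds for 48 h. Luminescence was read 15 min after luciferase reagent; activity normalized to genistein (10 microM) and DMSO.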
# p53 reactivation = mutant p53 re-activation in reporter cells; H1299 p53-A138V BP100-luciferase reporter, luminescence, 24 h; Potency, µM (top dose mostly 92.2 µM), for the others: top-dose activity change, positive = activation, most hits filed as activators; hit rate 0.063% among 320,000; AID 504706; further: potency means the concentration at half of the fitted maximal effect; % of control where 0% means no effect; nearly all actives have a fitted effect of over 45% in size
#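 p53-null H1299 cells stably carrying temperature-sensitive p53-A138V and a BP100-luciferase reporter were pinned with compounds (4-point, 1:5 series) and held 24 hrs at 37 deg C. Luminescence was read 10 min after detection reagent.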
# Rab9 prom act = activators of Rab9 promoter | Huh7 Rab9 promoter-luciferase reporter, luminescence, 24 h | hit rate 2.8% among 320,000 | Potency, µM (series often up to 9.22 µM), without a hit: top-dose activation, negative = inhibition, usual class: activators; further: potency means the concentration at half of the fitted maximal effect; % of control where 0% means no effect; nearly all actives have a fitted effect of over 60% in size
#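 Stable Rab9-luc Huh7, 1500 cells/well, 2 h settle; cmpd in DMSO, 24 h, 37 °C/5% CO2; luciferase reagent 10 min RT; luminescence.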
# FLuc counter = counter-screen for miR-21 project: firefly luciferase inhibitors or activators; Potency, µM (titrated, usually from 57.5 µM), for the others: at the top dose activity change, negative = inhibition, usual class: inhibitors; purified FLuc, Km substrates, luminescence inhibition; hit rate 6.9% among 360,000; AID 588342; P08659;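 further: potency means the concentration at half of the fitted maximal effect; plate controls were vehicle for no effect and reference inhibitor for full effect; nearly all actives have a fitted effect of over 55% in size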
# Target sequence (P08659 whole entry, looked up): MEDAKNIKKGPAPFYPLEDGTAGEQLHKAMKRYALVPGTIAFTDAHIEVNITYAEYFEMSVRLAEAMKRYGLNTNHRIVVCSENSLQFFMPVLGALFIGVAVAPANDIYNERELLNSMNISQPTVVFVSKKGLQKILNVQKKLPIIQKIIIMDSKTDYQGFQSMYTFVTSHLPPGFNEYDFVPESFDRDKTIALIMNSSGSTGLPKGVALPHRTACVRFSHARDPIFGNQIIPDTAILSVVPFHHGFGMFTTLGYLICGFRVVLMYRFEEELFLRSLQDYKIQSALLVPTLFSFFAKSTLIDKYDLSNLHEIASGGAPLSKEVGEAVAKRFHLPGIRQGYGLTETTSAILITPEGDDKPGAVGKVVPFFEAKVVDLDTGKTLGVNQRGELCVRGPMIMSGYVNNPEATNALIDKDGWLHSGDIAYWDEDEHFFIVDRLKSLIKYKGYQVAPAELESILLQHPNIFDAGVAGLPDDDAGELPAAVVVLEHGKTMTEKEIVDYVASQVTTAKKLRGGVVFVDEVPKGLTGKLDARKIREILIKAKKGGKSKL
#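 Biochemical qHTS of compounds, final roughly 60 µM downward over six points, against 10 nM purified firefly luciferase using Km concentrations of substrates (10 uM D-luciferin, 10 uM ATP) in Tris acetate pH 7.5 buffer; luminescence output.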
# RORg inh = ROR gamma (mouse) transcription inhibition; P51450; Drosophila S2 Gal4-RORgamma UAS-luciferase reporter, 20 h; Potency, µM (titrated, usually from 53.6 µM), without a hit: top-dose activity change, negative = inhibition, hits mostly inhibitors; hit rate 5.4% among 310,000; AID 2551; further: potency means the concentration at half of the fitted maximal effect; on the % scale 0 is the no-effect control and ±100 the full control effect; nearly all actives have a fitted effect of over 60% in size
#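 A Gal4/UAS one-hybrid system in insect cells: metallothionein-promoter Gal4–ROR gamma fusion plus Photinus luciferase reporter. Copper sulfate 700 uM final, 20 hr ambient incubation, luminescent detection after 10 min with reagent.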
# NPC1 prom act = activates the NPC1 promoter; Potency, µM (series often up to 9.22 µM), for inactives: top-dose activation, usual class: activators; hit rate 2.4% among 320,000; Huh7 NPC1 promoter luciferase reporter, 24 h;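 further: potency means the concentration at half of the fitted maximal effect; % of control where 0% means no effect; nearly all actives have a fitted effect of over 60% in size; reporter is driven by a mutant NPC1 promoter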
#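 In 1536-well qHTS, Huh7 cells harboring an NPC1 promoter–luciferase construct received compound for 24 h; activation was quantified by luminescence following luciferase reagent addition.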
# VP16 counter = Gal4-VP16 reporter inhibition counter-screen; hit rate 3.5% among 310,000; Drosophila S2 Gal4-VP16 UAS-luciferase, luminescence, 20 h; AID 2546; Potency, µM (titrated, usually from 53.6 µM), for inactives: at the top dose activity, negative = inhibition, hits mostly inhibitors;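 further: Gal4-VP16 expression switched on by copper sulfate through the metallothionein promoter; potency means the concentration at half of the fitted maximal effect; on the % scale 0 is the no-effect control and ±100 the full control effect; nearly all actives have a fitted effect of over 50% in size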
# Tb PFK inh = blocks T. brucei phosphofructokinase; hit rate 0.17% among 330,000; T. brucei PFK, ADP-Glo luminescence; O15648; Potency, µM (top dose mostly 57.5 µM), for inactives: top-dose activity, negative = inhibition, most hits filed as inhibitors;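 further: potency means the concentration at half of the fitted maximal effect; 0% = uninhibited 1x PFK enzyme wells and -100% = no-enzyme wells; nearly all actives have a fitted effect of over 60% in size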
# Target sequence (O15648 whole entry, looked up): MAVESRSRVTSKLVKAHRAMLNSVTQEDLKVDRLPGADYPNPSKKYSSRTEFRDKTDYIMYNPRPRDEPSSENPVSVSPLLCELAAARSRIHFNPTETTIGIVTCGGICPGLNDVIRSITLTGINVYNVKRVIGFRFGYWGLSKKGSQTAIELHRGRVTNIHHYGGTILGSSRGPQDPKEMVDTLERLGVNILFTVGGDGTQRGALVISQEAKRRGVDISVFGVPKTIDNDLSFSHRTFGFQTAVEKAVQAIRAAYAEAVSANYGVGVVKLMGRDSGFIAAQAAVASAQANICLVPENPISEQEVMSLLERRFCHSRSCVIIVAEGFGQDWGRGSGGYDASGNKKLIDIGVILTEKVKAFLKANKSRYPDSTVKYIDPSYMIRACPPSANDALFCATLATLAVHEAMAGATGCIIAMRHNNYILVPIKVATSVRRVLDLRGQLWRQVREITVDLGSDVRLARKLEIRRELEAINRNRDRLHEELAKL
#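 In TEA buffer at pH 8.0 with 5 mM MgCl2, enzyme (1.25 nM) converted F6P (0.5 mM) and ATP (0.1 mM) for 45 min at room temperature. ADP product was read by luciferase luminescence.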
# ELG1 genotoxic = induces genotoxicity in HEK293T cells with luciferase-tagged ELG1. HEK293T ELG1-luciferase reporter, luminescence, 16 h. Potency, µM (doses to about 46 µM), for the others: top-dose activity change, positive = activation, hits mostly activators. hit rate 1.3% among 330,000. AID 504466; further: potency means the concentration at half of the fitted maximal effect; % of control where 0% means no effect; nearly all actives have a fitted effect of over 60% in size
#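 Step 1: seed 2,000 HEK293T ELG1-luciferase cells per well. Step 2: add compound or DMSO, incubate 16 hr at 37 °C. Step 3: ONE-Glo, 30 min at room temperature, read luminescence.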
# TRPV1 ag = human TRPV1 agonism. Q8NER1. TRPV1-expressing cells, Fluo-8 calcium influx, agonist mode. activation, % at 8.33 µM. hit rate 0.19% among 320,000; in the data active means activation above about 80%; inconclusive means between about 30% and that limit; further: 0% is about no effect
#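 Fluo-8 calcium influx in TRPV1-expressing cells, kinetic read (ex 480/em 520 nm). Compound added and read 3 min for agonist activity, followed by capsaicin at EC20 final and 2 min further read for enhancement.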
# ELG1 repair inh = inhibitors of ELG1-dependent DNA repair in HEK293T cells; Potency, µM (titrated, usually from 46.1 µM), inactives show at the top dose activity change, negative = inhibition, hits mostly inhibitors; HEK293T ELG1-luciferase reporter, luminescence, 16 h; DNA damage induced by 5-fluorouridine; hit rate 2.3% among 330,000; AID 504467; further: potency means the concentration at half of the fitted maximal effect; on the % scale 0 is the no-effect control and ±100 the full control effect; nearly all actives have a fitted effect of over 55% in size
#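 Step one: seed 2,000 cells per well. Step two: pin-transfer compound or DMSO alongside 5-fluorouridine. Step three: incubate 16 hr, 37 °C, 5% CO2. Step four: add ONE-Glo, wait 30 min, read luminescence.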
# * hit, by the source's call; ? = inconclusive; / = no result given; [ ] = remark or other dose. Unless noted, the call rests on the fitted dose curve; in most records, active means well fitted curve in the direction sought with a large enough effect; inconclusive means small, poorly fitted or top-dose-only effect, or another doubt; inactive means no such curve, though single readings can be large; an effect the other way counts as inactive or inconclusive. This is a random part of the collection; 15% or so of the library scored in one or more.
# The opening nine entries, ahead of the listing:
SMILES,BRCA1 expr act,p53 reactivation,Rab9 prom act,FLuc counter,RORg inh,NPC1 prom act,VP16 counter,Tb PFK inh,ELG1 genotoxic,TRPV1 ag,ELG1 repair inh
CCN(CC)C(=O)c1cn(C)c(=O)c2cc(OC)c(OC)cc12,-27%,5%,-2%,-1%,2%,1%,-5%,0%,1%,2,-8%
O=C(CCl)N(c1ccc(Cl)cc1)c1c[nH]c2ccccc12,-91%,-24%,-53%[inhibitor],-1%,4.5µM*,-39%[inhibitor],10µM*,-5%,?,4,26µM*
O=C(Oc1c(-c2ccccc2)oc2ccccc2c1=O)c1ccccc1,-34%,15%,-7%,2%,?,-3%,?,2%,-4%,13,18%
CC1CCN(C(=O)c2ccc(Br)c(S(=O)(=O)N3CCOCC3)c2)CC1,-24%,1%,-3%,0%,1%,-1%,-7%,-5%,-2%,3,-3%
O=C(CSc1nnnn1CCCO)Nc1ccc2c(c1)OCO2,3%,0%,5%,-5%,11%,3%,-8%,0%,2%,2,0%
Cc1ccc2nc(-c3ccccc3)cn2c1,?,-10%,?,0.12µM*,1.6µM*,0.11µM*,2.8µM*,?,?,6,?
CCOC(=O)NC1(Nc2ccc(C)cc2)Oc2ccccc2O1,-28%,?,-1%,-13%,-20%,-8%,?,?,6%,23,4%
COC(=O)C1C(O)=CC(=O)CC1C (centres undefined),3%,6%,-1%,-16%,10%,-6%,-11%,-3%,0%,-3,5%
COC(=O)/C(N=Nc1c(C)n(C)n(-c2ccccc2)c1=O)=C(\C)O,2%,-10%,-1%,0%,34%,-1%,-4%,6%,0%,-3,4%

# This part in full, from the start:
SMILES,BRCA1 expr act,p53 reactivation,Rab9 prom act,FLuc counter,RORg inh,NPC1 prom act,VP16 counter,Tb PFK inh,ELG1 genotoxic,TRPV1 ag,ELG1 repair inh
CCN(CC)C(=O)c1cn(C)c(=O)c2cc(OC)c(OC)cc12,-27%,5%,-2%,-1%,2%,1%,-5%,0%,1%,2,-8%
O=C(CCl)N(c1ccc(Cl)cc1)c1c[nH]c2ccccc12,-91%,-24%,-53%[inhibitor],-1%,4.5µM*,-39%[inhibitor],10µM*,-5%,?,4,26µM*
O=C(Oc1c(-c2ccccc2)oc2ccccc2c1=O)c1ccccc1,-34%,15%,-7%,2%,?,-3%,?,2%,-4%,13,18%
CC1CCN(C(=O)c2ccc(Br)c(S(=O)(=O)N3CCOCC3)c2)CC1,-24%,1%,-3%,0%,1%,-1%,-7%,-5%,-2%,3,-3%
O=C(CSc1nnnn1CCCO)Nc1ccc2c(c1)OCO2,3%,0%,5%,-5%,11%,3%,-8%,0%,2%,2,0%
Cc1ccc2nc(-c3ccccc3)cn2c1,?,-10%,?,0.12µM*,1.6µM*,0.11µM*,2.8µM*,?,?,6,?
CCOC(=O)NC1(Nc2ccc(C)cc2)Oc2ccccc2O1,-28%,?,-1%,-13%,-20%,-8%,?,?,6%,23,4%
COC(=O)C1C(O)=CC(=O)CC1C (centres undefined),3%,6%,-1%,-16%,10%,-6%,-11%,-3%,0%,-3,5%
COC(=O)/C(N=Nc1c(C)n(C)n(-c2ccccc2)c1=O)=C(\C)O,2%,-10%,-1%,0%,34%,-1%,-4%,6%,0%,-3,4%
C(=N\N=C\c1ccccc1)/c1ccccc1,4%,2%,21%,0.95µM*,36%,1%,5%,10%,11%,-5,?
O=C(O)CCNS(=O)(=O)c1ccc(Oc2ccccc2Cl)cc1,0%,-5%,2%,-2%,16%,-1%,0%,4%,1%,0,-12%
CC(Oc1cccc(F)c1)C(=O)Nc1ccc(N2CCOCC2)cc1 (centres undefined),9%,-2%,0%,-2%,/,-3%,/,-8%,2%,14,?
Cc1ccc(S(=O)(=O)N2CCN(C(=O)[C@H](Cc3ccccc3)NC(=O)c3ccco3)CC2)cc1C,-5%,-12%,2%,-3%,/,-4%,/,-3%,-5%,23,-21%
Cc1ccccc1OCC(=O)NNC(=O)CN1C(=O)c2ccccc2C1=O,-1%,0%,1%,3%,-3%,-3%,5%,6%,0%,0,7%
Cn1cccc1/C=N/N1CCN(Cc2ccccc2Cl)CC1,9%,-2%,11%,-2%,16%,1%,5%,6%,-2%,28,1%
CC(C)(CC(=O)O)Cc1nc(-c2ccc(Cl)cc2)no1,62%,20%,3%,27µM*,?,16%,9%,0%,?,4,?
COc1ccccc1N(CC(=O)Nc1c(C)n(C)n(-c2ccccc2)c1=O)S(=O)(=O)c1ccc(C)cc1,-4%,-5%,-5%,6%,22%,-2%,0%,-3%,0%,0,12%
CN(Cc1ccccc1)C(=O)c1ccc(NC(=O)Cc2cccc(NC(=O)C3CCN(C(=O)C4CCC4)CC3)c2)cc1,-9%,19%,-2%,-21%,/,1%,/,-1%,2%,2,5.2µM*
CCCC(=O)Nc1nnc(C2CCCO2)s1 (centres undefined),27%,8%,-2%,-3%,-8%,-1%,11%,-1%,-1%,-1,2%
Cc1cccc(C)c1NC(=O)c1ccc(-n2cncn2)nc1,-2%,10%,-1%,-1%,-17%,-4%,0%,-4%,-1%,3,-1%
COc1ccccc1/C=C/C(=C1/C(=O)N(c2ccccc2)N=C1C)c1ccc(C)cc1,-3%,-3%,-6%,-2%,4%,1%,-5%,4%,0%,0,?
CC1=CC(C)C(/C=N/n2cnnc2)C(C)C1 (centres undefined),-8%,0%,-3%,1%,8%,-2%,-2%,1%,-1%,-4,-7%
C=CC[C@H](CC(=O)N(CCO)Cc1ccccc1)C(=O)N[C@H](COC(=O)[C@@H](CC=C)Cc1ccc(F)cc1)Cc1ccccc1,-79%,9%,/,/,/,/,/,0%,-8%,/,21µM*
COCCN(C(=O)c1oc2ccccc2c1COC)c1c(N)n(CC(C)C)c(=O)[nH]c1=O,-15%,-4%,-3%,1%,/,0%,/,0%,3%,-3,3%
CCc1cc(=O)oc2cc(C)cc(OCC(=O)NCCN3CCOCC3)c12,7%,-9%,6%,2%,-13%,-5%,-4%,-1%,2%,-2,?
COc1ccc(C(=O)NC2=NCCS2)c(OC)c1,?,/,1.4µM*,6µM*,11µM*,0.89µM*,?,-2%,?,-1,?
CCNC(=O)N1C(=O)C2(OCCO2)c2cc(Br)ccc21,4%,0%,-6%,-2%,-16%[10 µM],1%,-13%,0%,1%,0,13%
C=CCNC(=O)CSc1nnc(-c2cccs2)o1,6%,?,4%,-1%,15%,-2%,4%,0%,-2%,0,10%
COC(=O)c1ccc(Oc2nc(C)cc(Oc3ccccc3)n2)cc1,-18%,-9%,-7%,5%,?,1%,-1%,2%,-1%,5,3%
COc1cccc(CN2CCNC(=O)C2CC(=O)O)c1OC (centres undefined),3%,1%,1%,1%,-26%,-3%,1%,19%,3%,-2,11%
O=[N+]([O-])c1ccc2c(c1)nc1n2CCN(c2ccccc2)C1,47%,16%,?,?,30%,21%,21%,-3%,7%,-1,19%
COC(=O)CSc1nnc(SCc2ccc(OC)cc2)s1,-26%,-2%,-11%,24µM*,?,0%,?,-3%,0%,14,0%
COc1ccc(S(=O)(=O)N2CCC(C(=O)NCc3ccco3)CC2)cc1,6%,?,-1%,0%,15%,0%,-1%,-3%,-1%,-1,0%
COc1ccc(NC(=O)CN(C)C(=O)c2cccc(S(=O)(=O)Nc3ccc(OC)cc3)c2)cc1,13%,-4%,-2%,8%,/,0%,/,1%,-7%,-2,12%
COc1cc(C(=O)Oc2ccc3ccc(O)cc3c2)cc(OC)c1OC,-6%,-5%,4%,-12%,?,0%,0%,2%,?,28,?
